# High-throughput results (PubChem)
# AMA1-RON2 inh – qHTS for Inhibitors of AMA1-RON; Towards Development of Antimalarial Drug Lead: Primary Screen; Plasmodium falciparum AMA1 (3D7) - RON2 peptide interaction; AlphaScreen AMA1-biotinylated RON2 peptide binding; Potency, µM (series often up to 58.2 µM), for inactives: at the highest dose activity change, negative = inhibition, most hits filed as inhibitors; 360,000 tested, 0.2% active; AID 720542, 2013;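 also: potency is read from the fitted curve at half-maximal effect; 0% = vehicle wells and -100% = peptide control; nearly all actives have a fitted effect of over 45% in size; some results filed as inactive show a strong effect at the top dose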
#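 AMA1 (3D7) with his tag at 25 nM final met compounds first, then biotinylated RON2 peptide at 25 nM; detection used donor plus acceptor beads, 10 µg/mL apiece, read by AlphaScreen after 30 min at room temperature.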
# HCMV inh – qHTS Assay for inhibitors of the human cytomegalovirus (HCMV) | HFF cells, HCMV-luciferase reporter, 72 h; stronger effect = lower value | activity change, negative = inhibition, % at 57.5 µM | 410,000 tested, 4.5% active | AID 1259415, 2018; in the data active = activity change below about -60%; inconclusive = no clear call, values can overlap the other calls; inactive = above about -39%
#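 Two-dose cell screen: HFF monolayers treated with compounds and infected with luciferase-expressing HCMV at 1 PFU/cell, 72 h at 37C, then lysed for luciferase measurement.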
# AmpC detergent – qHTS Inhibitors of AmpC Beta-Lactamase (assay with detergent); P00811; AmpC hydrolysis of nitrocefin, absorbance 480 nm, 0.01% Triton; Potency, µM (doses to about 114 µM), without a hit: at the highest dose activity change, negative = inhibition, actives largely listed as inhibitors; 370,000 tested, 0.041% active; AID 485294, 2010;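 also: potency is read from the fitted curve at half-maximal effect; 0% = no-compound wells and -100% = no-enzyme wells; nearly all actives have a fitted effect of over 25% in size; some results filed as inactive show a strong effect at the top dose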
# Target sequence (P00811 whole entry, looked up): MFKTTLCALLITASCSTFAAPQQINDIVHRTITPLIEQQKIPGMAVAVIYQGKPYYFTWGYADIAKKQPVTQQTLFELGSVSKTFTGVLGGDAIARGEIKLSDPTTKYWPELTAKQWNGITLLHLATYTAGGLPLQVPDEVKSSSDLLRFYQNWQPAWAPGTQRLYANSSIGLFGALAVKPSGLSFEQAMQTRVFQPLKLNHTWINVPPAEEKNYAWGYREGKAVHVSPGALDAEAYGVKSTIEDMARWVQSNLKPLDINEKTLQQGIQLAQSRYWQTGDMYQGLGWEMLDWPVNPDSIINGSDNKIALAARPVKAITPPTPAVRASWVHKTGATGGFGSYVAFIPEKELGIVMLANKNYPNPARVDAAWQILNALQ
#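 AmpC (5.3 nM in the dispensed reagent) in 20 mM phosphate pH 7.0 with 0.01% (detergent screen) or 0.0001% Triton X-100 was preincubated with compounds for 15 min at room temperature. Nitrocefin was then added from an 800 uM solution, and hydrolysis was followed at 480 nm.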
# LmPK inh – qHTS Assay for Inhibitors of Leishmania Mexicana Pyruvate Kinase (LmPK); Q27686; purified LmPK, Kinase-Glo ATP luminescence, 1 h; Potency, µM (top dose mostly 57.5 µM), without a hit: top-dose activity change, negative = inhibition, actives largely listed as inhibitors; 290,000 tested, 0.37% active; AID 1721, 2009; also: potency is read from the fitted curve at half-maximal effect
# Target sequence (Q27686 whole entry, looked up): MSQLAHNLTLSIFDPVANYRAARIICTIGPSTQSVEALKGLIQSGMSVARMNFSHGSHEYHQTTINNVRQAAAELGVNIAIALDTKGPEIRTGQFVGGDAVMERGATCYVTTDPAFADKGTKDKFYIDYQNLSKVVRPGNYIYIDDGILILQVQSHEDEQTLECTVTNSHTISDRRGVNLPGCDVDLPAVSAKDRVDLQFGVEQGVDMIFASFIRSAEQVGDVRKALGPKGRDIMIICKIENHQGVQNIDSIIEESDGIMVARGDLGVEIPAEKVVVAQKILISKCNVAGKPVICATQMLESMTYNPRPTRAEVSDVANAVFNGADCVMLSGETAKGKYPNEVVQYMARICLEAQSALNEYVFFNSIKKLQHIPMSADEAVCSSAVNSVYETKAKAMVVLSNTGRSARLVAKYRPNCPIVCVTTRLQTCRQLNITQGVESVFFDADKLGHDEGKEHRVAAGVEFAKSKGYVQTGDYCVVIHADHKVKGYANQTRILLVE
#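 ATP generated from ADP (0.1 mM) and PEP (0.5 mM) by 0.1 nM LmPK over 1 h at room temperature (pH 7.2 imidazole buffer) was detected by coupled luciferase luminescence. Values were normalized to uninhibited and no-enzyme wells.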
# AmpC inh no detg – qHTS Inhibitors of AmpC Beta-Lactamase (assay without detergent); AmpC nitrocefin hydrolysis, absorbance 480 nm, 0.0001% Triton; Potency, µM (titrated, usually from 57.1 µM), for the others: at the highest dose activity change, negative = inhibition, hits mostly inhibitors; 330,000 tested, 0.52% active; AID 485341, 2010;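 also: potency is read from the fitted curve at half-maximal effect; plate controls were no compound for no effect and no enzyme for full effect; nearly all actives have a fitted effect of over 20% in size; some results filed as inactive show a strong effect at the top dose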
#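 20 mM phosphate pH 7.0 + 0.01% (detergent screen) or 0.0001% Triton X-100; 5.3 nM AmpC reagent; cpd preinc 15 min RT; nitrocefin (800 uM stock) to start; A480 q20 s × 4 min; Activity was normalised to no-enzyme and no-compound control wells.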
# Sm TGR block – qHTS Assay for the Inhibitors of Schistosoma Mansoni Peroxiredoxins | purified TGR, DTNB reduction, TNB absorbance 405 nm | 360,000 tested, 3% active | Schistosoma mansoni thioredoxin glutathione reductase (TGR), Q962Y6 | Potency, µM (titrated, usually from 114 µM), for the others: top-dose activity change, negative = inhibition, hits mostly inhibitors; also: potency is read from the fitted curve at half-maximal effect; nearly all actives have a fitted effect of over 60% in size
#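 TGR 20 nM + NADPH 100 uM (dispensed conc.), cpd preinc 15 min RT; start with NADPH (500 uM addition) then DTNB (15 mM addition). Kinetic TNB absorbance, 405 nm filter. Four-parameter Hill fit across titration.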
# TbPYK inhibitor – qHTS of Trypanosoma Brucei Inhibitors; Potency, µM (titrated, usually from 76.8 µM), inactives show top-dose activity, negative = inhibition, most hits filed as inhibitors; pyruvate kinase (Trypanosoma brucei), Q57TT1; AID 624173, 2012; 410,000 tested, 0.12% active; TbPYK enzyme, Kinase-Glo Plus ATP luminescence, 45 min; also: potency is read from the fitted curve at half-maximal effect; nearly all actives have a fitted effect of over 50% in size
#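 Quantitative HTS: titrated library compounds versus trypanosomal pyruvate kinase in TEA buffer (pH 7.2) containing KCl, MgCl2, BSA and Tween-20. Reactions were initiated with ADP, 130 uM final. Kinase-Glo Plus luminescence was read after 45 min at RT.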
# The depositor's hits bear a star; ? = inconclusive; · = not tested or not shown; & = joins results of further samples; ! = not active in a repeat; [ ] = another dose, or the depositor's remark. Unless noted, calls follow the shape of the dose curve; as a rule, active = well fitted curve in the direction sought with a large enough effect; inconclusive = small, poorly fitted or top-dose-only effect, or another doubt; inactive = no such curve, though single readings can be large; an effect the other way counts as inactive or inconclusive. Unless noted, % is scaled to controls: 0 for no effect and ±100 for the full control effect.
cpd	compound	AMA1-RON2 inh	HCMV inh	AmpC detergent	LmPK inh
1	O=C(Nc1cccc(/C=C/c2ccccn2)c1)c1ccc(-n2cncn2)cc1	-2%	·	·	·
2	CCOC(=O)N1CCC(Nc2ccc3nnc(-c4ccccc4)n3n2)CC1	-4%	135	-14%	2%
3	CCn1cc(C(=O)NCCc2ccc(OC)c(OC)c2)c(=O)c2cc(S(=O)(=O)N3CCCCCC3)ccc21	·	16	3%	·
4	COCCCNC(=S)N1CCN(C(=O)C(=O)Nc2ccc(C(=O)OC)cc2)CC1	3%[11.6 µM]	-40	1%	3%
5	CN(C(=O)COC(=O)C1=COCCO1)C1(C#N)CCCCC1	-4%[11.6 µM]	72	-2%	·
6	Cc1nn(C)c(C)c1NC(=O)c1ccc(Cl)cc1	-12%	4	1%	-3%
7	O=C(O)c1cccnc1-c1ncccc1C(=O)O	-2%	9	-2%	0%
8	CCCCC(CC)Cn1c(Oc2ccccc2)nc2c1c(=O)n(C)c(=O)n2C (stereo unspecified)	·	-1	-3%	·
9	CC1CC(C)CN(C(=O)c2ccc3c(c2NCCO)C(=O)c2ccccc2C3=O)C1 (stereo unspecified)	22µM*	-13	-8%	?
10	O=C(C(O)c1ccc(Br)cc1)N1CCC(Nc2ccc3[nH]ncc3c2)CC1 (stereo unspecified)	13%	-33	·	·
11	COc1ccc(CCNC(=O)c2nnn(-c3cccc(C)c3)c2N)cc1OC	11%	-14	2%	2%
12	Cc1cccc(C)c1NC(=S)N/N=C/c1c(Cl)cccc1Cl	28%	19	-11%	-1%
13	CC1(C)CC(=O)C(=Cc2cn(CCC#N)nc2-c2ccc(Cl)cc2)C(=O)C1	0%	-24	-10%	-5%
14	CCOC(=O)c1c(NC(=O)COC(=O)c2cccnc2OCC)sc(C(=O)N(CC)CC)c1C	21%	21	·	·
15	COc1ccc(CCNC(=O)Cc2cccs2)cc1OC	-7%	12	5%	1%

cpd	AmpC inh no detg	Sm TGR block	TbPYK inhibitor
1	-3%	·	1%
2	31%	-13%	-1%
3	·	9%	8%
4	-14%	4%	4%
5	-15%	1%	0%
6	-22%	3%	-6%
7	9%	-26%	0%
8	·	-3%	0%
9	129%[activator]	1%	-29%
10	·	·	-16%
11	33%	-20%	-8%
12	-20%	11%	-13%
13	-4%	?	?
14	-7%	·	3%
15	-7%	0%	0%

# More compounds.
cpd	compound	AMA1-RON2 inh	HCMV inh	AmpC detergent	LmPK inh
16	C=CCOC(=O)C1=C(C)NC(=O)NC1/C=C/c1ccccc1OC (stereo unspecified)	-7%	-15	0%	1%
17	O=[N+]([O-])c1ncn(C23CC4CC(CC(C4)C2)C3)n1	-6%	-6	0%	0%
18	COc1ccc(-c2nsc(NC(=O)COc3ccccc3OC)n2)cc1	·	80	19%	·
19	CCC/C(=N\NC(=O)CNC(=O)/C=C/c1ccco1)c1ccccc1	34%[activator]	?	18%	-5%
20	O=C(NCCc1ccc(Cl)cc1Cl)C1=CC=CN2CCS(=O)(=O)N=C12	0%	-4	3%	·
21	Cc1cccc(N2CCN(C(=O)CCS(=O)(=O)c3ccc4c(c3)oc(=O)n4C)CC2)c1C	9%	-62*!	-9%&16%	2%
22	CCN(CC)Cc1c[nH]c2c(C(=O)OC)cccc12	13%	-13	-9%	-2%
23	O=c1cc(O)nc(SC23CC4CC(CC(C4)C2)C3)[nH]1	-5%	-20	-13%	5%
24	Cc1c(CC(=O)NCCC(C)C)c(=O)oc2cc3c(cc12)CCC(C)(C)O3	-8%	?	-5%	2%
25	O=C(Nc1ccccc1N1CCN(c2ccc(F)cc2)CC1)c1ccccc1	0%	-27	10%	0%
26	Cc1cc(C(=O)N/N=C/c2cccc([N+](=O)[O-])c2)c(C)n1-c1ccccc1	18%	-22	-6%	-1%
27	c1nc2nc3c(c(N4CCNCC4)n2n1)CCCC3	0%	·	-6%	-5%
28	OCCNc1nnc(-c2ccccc2)c(-c2ccccc2)n1	-2%	38	·	·
29	CC(=O)N1CCCC1(C(=O)O)c1ccccc1 (stereo unspecified)	-6%	-19	?	-4%
30	COc1ccc(/C=N/Nc2nc(=O)[nH]nc2C)cc1OC	86%[activator]	-30	-2%	?

cpd	AmpC inh no detg	Sm TGR block	TbPYK inhibitor
16	-25%	5%	4%
17	-1%	28%	-2%
18	·	8%	1%
19	-2%	17%	2%
20	-4%	2%	-7%
21	59%[activator]	-34%&-22%	4%&-6%
22	-2%	0%	0%
23	-26%	-4%	-19%
24	1%	1%	-11%
25	-23%	19%	0%
26	-58%	-9%	-7%
27	-16%	-12%	0%
28	·	·	0%
29	-11%	16%	2%
30	5%	-4%	-7%

# Further compounds follow:
cpd	compound	AMA1-RON2 inh	HCMV inh	AmpC detergent	LmPK inh
31	COc1cc(C(=O)NCc2ccc(-n3cccc3)cc2)cc(OC)c1OC	·	·	6%	6%
32	ON=C1CCCCCCCC1	-1%	-13	·	·
33	Cc1cc(C)c2nc(C(F)(F)F)nc(N3CC(C)OC(C)C3)c2c1 (stereo unspecified)	0%	?	1%	1%
34	Cc1cc(C)cc(NC(=O)C(C)N2Cc3ccccc3C2=O)c1 (stereo unspecified)	·	-7	1%	·
35	CC(=O)c1cccc(NC(=O)C2Cc3c(-c4ccc5c(c4)OCO5)ccnc3O2)c1 (stereo unspecified)	-16%	?	·	·
36	Cc1c(NC(=O)c2nn3c(C(F)(F)F)cc(-c4ccccc4)nc3c2Br)c(=O)n(-c2ccccc2)n1C	0%	-13	-7%	5%
37	O=S(=O)(NCc1ccccc1)c1ccc(S(=O)(=O)N(Cc2cccs2)CC2CCCO2)cc1 (stereo unspecified)	-5%	-1	-5%	5%
38	Cc1cccc(N2CCN(C(=O)NCc3noc4ccccc34)CC2)c1C	·	44	-8%	·
39	COc1ccc(CNC(=O)CN(C)S(=O)(=O)c2ccc3[nH]c4c(c3c2)CCCC4)cc1	·	-15	2%	·
40	COc1ccccc1-c1cc(C(F)(F)F)nc(S(=O)(=O)CCCC(=O)Nc2cc(Br)ccc2O)n1	·	55	4%	·
41	COc1ccc(NC(=O)c2ccccc2CC[N+](=O)[O-])cc1	13%	4	8%	8%
42	COc1ccc(-n2nc(C(=O)NCC(=O)NCC3CCCO3)c3ccccc3c2=O)cc1Cl (stereo unspecified)	3%	9	-7%	5%
43	CC1CCc2onc(C(=O)Nc3ccc(Cl)cc3)c2C1 (stereo unspecified)	·	-5	24%	·
44	Cc1cc(NC(=O)COc2ccc(N(C)S(=O)(=O)c3ccccc3)cc2)no1	-13%	8	-14%	2%
45	CN(CCc1ccccc1)C(=O)c1ccc(NC(=O)Cc2ccc(NC(=O)C3CCN(C(=O)CCc4ccccc4)CC3)cc2)cc1	-6%	-88*	·	·

cpd	AmpC inh no detg	Sm TGR block	TbPYK inhibitor
31	26%	2%	·
32	·	·	-15%
33	·	0%	-1%
34	·	2%	-2%
35	·	·	2%
36	-20%	-15%	-5%
37	-34%	2%	-3%
38	·	4%	-4%
39	·	-2%	-5%
40	·	-15%	-4%
41	-28%	-1%	-3%
42	105%[activator]	2%	-4%
43	·	5%	1%
44	-37%	-8%	-3%
45	·	·	4%

# Reformatted: results already given
44) Cc1cc(NC(=O)COc2ccc(N(C)S(=O)(=O)c3ccccc3)cc2)no1
  AMA1-RON2 inh: -13%
  HCMV inh: 8
  AmpC detergent: -14%
  LmPK inh: 2%
  AmpC inh no detg: -37%
  Sm TGR block: -8%
  TbPYK inhibitor: -3%
41) COc1ccc(NC(=O)c2ccccc2CC[N+](=O)[O-])cc1
  AMA1-RON2 inh: 13%
  HCMV inh: 4
  AmpC detergent: 8%
  LmPK inh: 8%
  AmpC inh no detg: -28%
  Sm TGR block: -1%
  TbPYK inhibitor: -3%

# Next section.
cpd	compound	AMA1-RON2 inh	HCMV inh	AmpC detergent	LmPK inh
46	CCCCc1nc2cc(C(=O)N3CCCCC3CCNC(C)=O)ccc2o1 (stereo unspecified)	20%	?	-14%	-4%
47	Clc1ccc2nc(Nc3ccccc3Cl)nc(-c3ccccc3)c2c1	·	-6	18%	·
48	CC(Sc1ccccc1)C(=O)N/N=C/c1ccccc1 (stereo unspecified)	-4%	7	·	·
49	CC(=O)c1cccc(S(=O)(=O)NCCC(=O)O)c1	-3%	?	-6%	2%
50	O=C(Nc1cc(S(=O)(=O)N2CCOCC2)ccc1N1CCOCC1)c1cccc(S(=O)(=O)N2CCCCC2)c1	0%	-26	-5%	2%
51	COc1ccccc1NC(=O)CSc1nncn1-c1ccccc1	-4%	19	-1%	0%
52	CC1CC(C)CN(CCCNC(=O)CCC(=O)N2CC(C)Oc3ccccc32)C1 (stereo unspecified)	15%	-17	?	-1%
53	COc1ccc(N2C(=O)NC3CC2(C)Oc2ccccc23)cc1 (stereo unspecified)	-1%	?	-3%	-1%
54	Nc1nc(-c2ccccc2)cn1N	-4%	11	3%	0%
55	Cc1nc2c(-c3ccccc3)c(C)nn2c(C)c1CCC(=O)NCc1cccc(Cl)c1	·	4	-5%	·
56	O=C(CN1CCCN(Cc2ccc(F)cc2)S1(=O)=O)Nc1ccc2c(c1)OCCO2	·	24	7%	·

cpd	AmpC inh no detg	Sm TGR block	TbPYK inhibitor
46	22%	1%	-16%
47	·	6%	4%
48	·	·	-2%
49	-16%	13%	-7%
50	143%[activator]	-4%	6%
51	-5%	2%	5%
52	-6%	2%	5%
53	-7%	2%	5%
54	-27%	-1%	-16%
55	·	0%	7%
56	·	5%	2%

# Reprinted, compounds 46 to 47
cpd	compound	AMA1-RON2 inh	HCMV inh	AmpC detergent	LmPK inh
46	CCCCc1nc2cc(C(=O)N3CCCCC3CCNC(C)=O)ccc2o1 (stereo unspecified)	20%	?	-14%	-4%
47	Clc1ccc2nc(Nc3ccccc3Cl)nc(-c3ccccc3)c2c1	·	-6	18%	·

cpd	AmpC inh no detg	Sm TGR block	TbPYK inhibitor
46	22%	1%	-16%
47	·	6%	4%
